TGFb SMAD3 inh: blocks TGF-b signaling. 1.2% of 410,000 active. AID 588855. Potency, µM (highest dose often 46.1 µM), inactives show at the top dose activity, negative = inhibition, actives largely listed as inhibitors. HepG2 CAGA-GFP TGF-b/SMAD3 reporter, GFP fluorescence, 18 h; TGF-beta stimulated, 500 pg/mL final; note: potency is the fitted concentration of half-maximal effect; % is set by controls: 0 for no effect and ±100 for the full control effect; nearly all actives have a fitted effect of over 65% in size
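HEPG2 CAGA-GFP cells (1000/well, DMEM with 1% FBS) were pre-incubated 2 h at 37 degrees C, given compound by pin tool, then stimulated with TGF-beta at 500 pg/mL final for 18 h before per-cell GFP fluorescence imaging.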
Abeta yeast res: compounds reversing amyloid beta toxicity in yeast. yeast expressing A-beta42, growth rescue, OD600, 48 h; response scale: 0% DMSO, 100% iron-clioquinol control. Potency, µM (titrated, usually from 46.1 µM), for inactives: at the top dose growth rescue, hits mostly activators. 0.063% of 410,000 active; note: potency is the fitted concentration of half-maximal effect; nearly all actives have a fitted effect of over 55% in size
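Yeast A-beta toxicity model in growth medium with pinned compounds, 48 h at 30 C; growth read as absorbance at 600 nm. Normalized to FeCl3/clioquinol equimolar mix (positive) and DMSO (negative).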
CCT modulator: modulators of cytosolic chaperonin (CCT/TRiC) activity; purified chaperonin ATPase assay, HTRF ADP detection, 30 min; activity change, % (no concentration beside the values), hits read low; 0.3% of 360,000 active; in the data active = activity change below about -30%; note: % is set by controls: 0 for no effect and ±100 for the full control effect
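TRiC (40 or 20 nM final, by batch activity) in 30 mM Tris pH 7.4, 100 mM KCl, 5 mM MgCl2, 1 mM DTT was treated with compound at 76 uM single dose, then 10 uM ATP, 30 min at 37 °C. ADP was read by HTRF Transcreener.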
Nrf2 block: Nrf2 pathway inhibition; AID 504444; Potency, µM (series often up to 46 µM), for the others: top-dose activity change, negative = inhibition, most hits filed as inhibitors; A549 ARE-Fluc reporter, luciferase luminescence, 18-24 h; 2.1% of 360,000 active; note: potency is the fitted concentration of half-maximal effect; % is set by controls: 0 for no effect and ±100 for the full control effect; nearly all actives have a fitted effect of over 60% in size
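Quantitative HTS in A549 cells stably bearing an antioxidant response element-firefly luciferase construct. Inhibition of Nrf2-driven transcription was scored by luminescence after 18-24 h of compound exposure at 37 °C.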
Akt phos inh: blocks phosphorylation of Akt. Neuro2A IGF-stimulated pAkt S473 HTRF, 20 min; stronger effect = lower value. activity change, % for hits at 50 µM. 0.32% of 360,000 active. AID 651550; in the data active = activity change below about -80%; inconclusive = mostly about -51% to -80%; note: % is set by controls: 0 for no effect and ±100 for the full control effect
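Neuro2A cells in DMEM with 0.5% FBS, overnight at 37 deg C, given compound at single 50 µM final, then IGF (6 nM final) for 20 min at 37 deg C. Lysed; phospho-Akt Ser473 by HTRF after 24 h, 665/615 ratio.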
HepG2 viability: counter-screen for TGF-b inhibitors: cytotoxicity in HepG2 cells; 0.76% of 410,000 active; HepG2 CAGA-GFP viability, ATP luminescence, 18 h; Potency, µM (top dose mostly 46.1 µM), without a hit: top-dose activity change, negative = cytotoxicity, hits mostly cytotoxic; note: potency is the fitted concentration of half-maximal effect; some results filed as inactive show a strong effect at the top dose
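HepG2 CAGA-GFP cells (1000/well, DMEM with 1% FBS) received compound, then TGF-beta at 500 pg/mL final, and were incubated 18 hours at 37 degrees C. Viability was read by CellTiter-Glo luminescence. Media-only wells were set as complete cell-killing and DMSO as no toxicity.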
Nrf2 activator: Nrf2 pathway activation. AREc32 ARE-luciferase reporter (MCF7-derived line), luminescence, 24 h. Potency, µM (titrated, usually from 46.1 µM), inactives show at the top dose activation, most hits filed as activators. 0.31% of 410,000 active. AID 624171; note: potency is the fitted concentration of half-maximal effect; % of control where 0% means no effect; nearly all actives have a fitted effect of over 65% in size
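Each well held 1000 AREc32 cells, which were incubated with compound for 24 hr at 37 deg C after overnight attachment, and ARE reporter activity was quantified by firefly luciferase luminescence.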
MmCpn inh: blocks the Methanococcus maripaludis chaperonin Mm-Cpn; 0.031% of 330,000 active; Potency, µM (doses to about 76.9 µM), without a hit: at the top dose activity, negative = inhibition, usual class: inhibitors; AID 504842; purified Mm-Cpn ATPase, ADP Transcreener TR-FRET; note: potency is the fitted concentration of half-maximal effect; % is set by controls: 0 for no effect and ±100 for the full control effect; nearly all actives have a fitted effect of over 80% in size
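ATP (10 uM final) was added to archaeal chaperonin (25 nM final) after 10 min exposure to test compound at 37°C; after 30 min further incubation, ADP was detected by competitive TR-FRET.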
A549 tox: counter-screen for Nrf2 inhibitors: cytotoxicity in A549 cells. 0.16% of 390,000 active. AID 504648. A549 ARE-Fluc cells, CellTiter-Fluor viability, 18-24 h. Potency, µM (titrated, usually from 46 µM), without a hit: at the highest dose activity change, negative = cytotoxicity, actives largely listed as inhibitors; note: potency is the fitted concentration of half-maximal effect; % is set by controls: 0 for no effect and ±100 for the full control effect
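A549 ARE-Fluc cells in 5% FBS OPTI-MEM, 5000 cells/well, rested 2 h then exposed to compounds in concentration-response for 18-24 h at 37 °C. Viability by CellTiter-Fluor fluorescence (Ex 405/Em 525) after 30 min; luciferase luminescence (BugLite, 15 min, RT) read afterwards.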
An asterisk follows results filed as active; i = inactive; ? = inconclusive; · = no result given; & = joins results of further samples; [ ] = dose if it differs, or a comment. Unless noted, calls come from the whole dose curve; as a rule, active = well fitted curve in the direction sought with a large enough effect; inconclusive = small, poorly fitted or top-dose-only effect, or another doubt; inactive = no such curve, though single readings can be large; an effect the other way counts as inactive or inconclusive.

Molecule	TGFb SMAD3 inh	Abeta yeast res	CCT modulator	Nrf2 block	Akt phos inh	HepG2 viability	Nrf2 activator	MmCpn inh	A549 tox
CC1=C(C(=O)Nc2ccc(C)cc2C)C(c2ccc(Cl)cc2)n2nc(C(=O)OC(C)C)nc2N1 (stereo not given)	0.9%&-13.9%	-14.5%&-10.6%	-1.7	3.2%&2.7%	i	17.5%&-32.6%	-0.7%&-0.4%	3.2%	1.7%&3.0%
CCCN(CC(=O)Nc1ccccc1OC)C(=O)CCNC(=O)c1ccccc1OC	-5.2%	2.7%	-3.7	2.4%	i	-7.1%	-0.4%	-1.1%	-2.5%
CNC(=S)N1CCN(c2nc(-c3cccc(OC)c3)cs2)CC1	-18.1%	0.2%	0.8	18.4µM*	i	-2.4%	6.4%	-5.2%	-3.9%
Cc1ccc(-c2csc(NC(=O)c3c(C)noc3C)n2)s1	?	-13.9%	0.6	?	i	-2.0%	11.0%	-9.2%	0.6%
Nc1nc(SCc2ccccc2)[nH]c(=O)c1-c1ccccc1	?	4.5%	-2.6	?	i	-11.1%	-0.1%	1.3%	13.8%
COc1ccc(C=NNC(=S)NN=Cc2ccc(OC)c(OC)c2)cc1OC	-1.2%	?	-0.2	14.6µM*	i	-10.7%	12.0%	·	3.6%
CCN1C(=O)c2ccccc2Sc2ccc(NC(=O)COc3ccc(Cl)cc3)cc21	-39.9%	3.4%	·	·	·	10.2%	6.4%	·	9.4%
CCCC(=O)Oc1c(Sc2ccc(C)cc2)c(C)nn1-c1ccccc1	-1.4%	-0.8%	·	9.5%[9.27 µM]	·	-3.7%	2.8%	·	4.0%
Cc1[nH]nc2c1C(c1cccnc1)N(c1ccc(Br)cc1)C2=O (stereo not given)	-17.7%	-9.5%	-2.0	?	i	-17.9%	0.6%	-0.3%	2.8%
CC1=NN(C(N)=S)C(=O)C1N=Nc1ccc(Br)cc1 (stereo not given)	-0.4%	?	0.4	?	i	-30.5%	0.8%	0.7%	-17.7%
COc1cc(/C=N/NC(N)=O)ccc1OCC(=O)N1C(C)CCCC1C (stereo not given)	-4.7%	-12.3%	-1.9	-1.7%	i	-8.6%	0.2%	0.1%	-0.1%
COc1ccccc1/C=C/C=N/n1c(-c2ccco2)n[nH]c1=S	-0.4%	-8.0%	-0.2	1.6%	i	22.9%	14.8%	-0.8%	-2.0%
CC(NC(=O)Cc1ccc(-c2ccccc2)cc1)c1ccccc1 (stereo not given)	-8.9%	3.1%	-43.0*	?	i	-41.5%	3.2%	-4.0%	-19.8%
O=C([C@@H]1CCCN1C(=O)c1cccs1)N1CCN(S(=O)(=O)c2cccc(F)c2)CC1	14.5%	-10.5%	1.1	4.1%	i	7.4%	2.2%	-8.1%	0.8%
Cn1cc(/C=C2\SC(=S)N(NC(=O)c3ccccc3Cl)C2=O)c2ccccc21	?	4.5%	0.5	-17.1%	i	-26.0%	-0.4%	-0.5%	?
Cc1nc2ccc(NC(=O)Cc3ccsc3)cc2s1	?	?	-3.2	?	i	-2.7%	1.8%	-0.9%	3.6%
CC(C)(C)c1ccc(-c2nc(C#N)c(NCCCn3ccnc3)o2)cc1	?	-31.3%[inhibitor]	-1.4	?	i	-103.8%	2.3%	-2.1%	-20.4%
Cc1c(NS(=O)(=O)c2ccccc2)cc(C(C)C)c(O)c1S(=O)(=O)c1ccc(Cl)cc1	?	-10.5%	·	?	·	-31.9%	-1.4%	·	-18.5%
CCOC(=O)C1(CCOC)CCN(C(=O)Cc2ccsc2)CC1	0.0%	3.1%	-0.9	8.2%	i	5.9%	0.1%	0.9%	-0.7%
Cc1ccc(S(=O)(=O)N(CC(=O)c2ccccc2)C(=O)N2CCN(C)CC2)cc1	?	-8.2%	-0.7	8.2%	i	-5.0%	-0.2%	-3.5%	1.6%
CC1CCN(S(=O)(=O)c2ccc3[nH]c(=O)c(=O)[nH]c3c2)CC1	5.7%	15.8%	-1.9	0.6%	i	0.0%	-0.4%	0.4%	-4.4%
CCOc1cccc(CNCc2ccc(C(=O)O)cc2)c1	8.2%	-1.8%	-70.4*	5.2%	i	6.7%	-0.2%[9.22 µM]	-0.3%	1.9%
COc1cccc(-n2nnnc2S(C)(=O)=O)c1	?	-85.5%[inhibitor]	-0.9	10.3µM*	i	-100.9%	?	-3.6%	?
O=C(Cc1cccc(NC(=O)C2CCCN(C(=O)C3CCCCC3)C2)c1)Nc1cccc(C(=O)N2CCCC2)c1 (stereo not given)	?	1.0%	-0.2	-21.2%	i	-15.8%	0.5%	0.4%	-3.9%
Cc1ccc(C)c(-n2cc(CNCCc3cnccn3)c(-c3ccccc3)n2)c1	?	15.1%	-3.0	0.2%	i	-41.3%	0.9%	4.0%	-3.0%

Quoted at random: 6 entries already listed
Molecule	TGFb SMAD3 inh	Abeta yeast res	CCT modulator	Nrf2 block	Akt phos inh	HepG2 viability	Nrf2 activator	MmCpn inh	A549 tox
CC1=NN(C(N)=S)C(=O)C1N=Nc1ccc(Br)cc1 (stereo not given)	-0.4%	?	0.4	?	i	-30.5%	0.8%	0.7%	-17.7%
COc1ccc(C=NNC(=S)NN=Cc2ccc(OC)c(OC)c2)cc1OC	-1.2%	?	-0.2	14.6µM*	i	-10.7%	12.0%	·	3.6%
Cc1ccc(C)c(-n2cc(CNCCc3cnccn3)c(-c3ccccc3)n2)c1	?	15.1%	-3.0	0.2%	i	-41.3%	0.9%	4.0%	-3.0%
Cc1ccc(-c2csc(NC(=O)c3c(C)noc3C)n2)s1	?	-13.9%	0.6	?	i	-2.0%	11.0%	-9.2%	0.6%
CC(NC(=O)Cc1ccc(-c2ccccc2)cc1)c1ccccc1 (stereo not given)	-8.9%	3.1%	-43.0*	?	i	-41.5%	3.2%	-4.0%	-19.8%
CNC(=S)N1CCN(c2nc(-c3cccc(OC)c3)cs2)CC1	-18.1%	0.2%	0.8	18.4µM*	i	-2.4%	6.4%	-5.2%	-3.9%

Continuation.
Molecule	TGFb SMAD3 inh	Abeta yeast res	CCT modulator	Nrf2 block	Akt phos inh	HepG2 viability	Nrf2 activator	MmCpn inh	A549 tox
COc1ccc(NC(=O)CSc2nnc3ccc(-c4ccccn4)nn23)cc1	0.0%	28.7%	-0.8	-11.1%	i	2.4%	-0.3%	1.1%	-8.3%
Cc1ccccc1NC(=O)c1c(NC(=O)c2cccs2)sc2c1CCC(C)C2 (stereo not given)	?	10.9%	·	6.8%	·	-9.8%	0.2%	·	0.9%
O=C1CC(=O)N(Cc2ccco2)C(=O)N1	45.5%	25.6%	0.7	3.7%	i	-2.7%	-0.8%	-0.9%	-1.6%
CCOC(=O)C1C(c2ccc(O)c(OC)c2)NC(=S)NC1(O)C(F)(F)F (stereo not given)	-4.6%	-19.8%	-0.3	-6.9%	i	9.7%	0.0%	1.2%	-4.6%
CC(C)c1ccc(-c2nnn(CCC#N)n2)cc1	-18.2%	?	-1.6	3.6%	i	-16.9%	3.6%	-7.2%	0.0%
C/C(=N\NS(=O)(=O)c1c(C)cc(C)cc1C)c1ccncc1	1.1%	4.1%	-0.1	-15.2%	i	4.5%	-1.0%	-0.9%	-0.6%
O=C(CSc1ccccc1)N[C@@H](Cc1ccccc1)C(=O)O	10.1%	8.1%	-2.0	-1.0%	i	30.5%	-0.9%	·	4.3%
CCN(C(=O)CSc1nc(N)cc(N)n1)C1CCS(=O)(=O)C1 (stereo not given)	0.8%	2.7%	0.1	6.0%	i	-10.9%	0.1%	1.0%	2.0%
COc1ccc(Cl)cc1S(=O)(=O)N1CCN(c2ccc(F)cc2)CC1	1.3%	-22.9%	-1.1	?	i	-28.1%	-0.3%	0.0%	-7.9%
O=C1OC(C(=O)Nc2nccs2)Cc2ccccc21 (stereo not given)	-7.6%	-9.6%	0.1	19.1%	i	-54.3%	1.6%	4.5%	-0.3%
O=C(c1cccnc1)N1CCN(S(=O)(=O)c2ccc(S(=O)(=O)N3CCCC3)cc2)CC1	-18.5%	-5.2%	-0.9	4.0%	i	-3.6%	-0.1%	0.2%	0.7%
Cc1cc(C(=O)NC(C)c2ccccc2)c2cc(F)ccc2n1 (stereo not given)	-4.9%	-9.4%	-0.4	0.2%	i	-3.6%	-0.9%	0.9%	1.0%
Cc1ccccc1NC(=O)C(=O)c1cn(C)c2ccccc12	3.8%	-9.1%	-0.6	20.6%	i	1.0%	6.3%	2.3%	-0.3%
COc1ccc(N2CCN(C(=O)c3ccc(OCC4CCCO4)cc3)CC2)cc1 (stereo not given)	-8.2%	7.3%	-2.6	?	i	-19.6%	-0.1%	0.6%	0.7%
Cc1ccc(NC(=O)CCC(=O)NNC(=O)c2cccs2)cc1C	5.0%	9.0%	-0.9	6.8%	i	-17.1%	0.4%	0.9%	-3.6%
CCC1CCCCN1S(=O)(=O)c1ccc2c(c1)CCCN2C(C)=O (stereo not given)	6.4%	7.3%	·	·	·	-12.4%	4.0%	·	-1.0%

Screening data as filed in PubChem.
